Bioassay records deposited in PubChem BioAssay by several laboratories.
Dynein cargo inh = dynein cargo transport inhibition; z-score, hits read low; 3617.4 mouse cells, GR-EGFP nuclear translocation imaging; test concentration mostly 20 µM; stimulated with dexamethasone, 1 µM; hits give low values; 220,000 compounds, 0.47% hits;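 active means plate z-score of nuclear minus cytoplasmic receptor signal below a set negative limit, without overly bright fluorescence or cell loss, cut at about -3.5 in these data, passing the limit was not always enough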;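 further: z-score of nuclear minus cytoplasmic ring GR-EGFP intensity difference per well; some compounds called inactive have numbers as strong as hits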
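Buffer or medium: tetracycline-free induction medium containing charcoal-stripped FBS / Reagent: dexamethasone agonist, 1.0 µM final, for 30 min / Technique: automated 10x imaging of fixed Hoechst-stained cells / Times: induction 48 h, compound 1 h, agonist 30 min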
AID2073 = inhibitors of Mint1-CaV2.2 protein interaction, biochemical, HTRF (AID 2073); HTRF protein-protein interaction, Mint1-CaV2.2; higher % means a stronger effect; one-dose inhibition, % at 20 µM; IC50 in µM for titrated hits; 290,000 compounds, 0.19% hits; in the data active means inhibition mostly above about 51%, no sharp cut-off; further: some results filed as inactive read as strong as hits
GPR55 beta-arrestin = selective activators of receptor GPR55 – imaging, U2OS cells, beta-arrestin-GFP redistribution, primary screen (AID 1961). U2OS GPR55 beta-arrestin-GFP redistribution imaging; higher % means a stronger effect. activation, % at 10 µM, or EC50 in µM where a hit was titrated. 290,000 compounds, 0.048% hits;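 active means activation above 40% with more than 50 cells counted in the well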;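 further: U2OS osteosarcoma cells stably expressing GPR55 and beta-arrestin-GFP; plate controls were DMSO negative control for no effect and LPI positive control for full effect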
KOR beta-arrestin-1 = KOR antagonists, beta-arrestin recruitment, cell-based, luminescence, uHTS (AID 1778). KOR beta-arrestin recruitment, luminescence, antagonist mode; higher % means a stronger effect. inhibition, % at 10 µM; hits with a dose series show IC50 in µM. 290,000 compounds, 0.091% hits; further: strong numbers were not always called active
M17LAP inhibition = P. falciparum M17LAP inhibitors, primary screen, biochemical, fluorogenic H-Leu-NHMec substrate, 1536-well (AID 1619). recombinant M17LAP, H-Leu-NHMec fluorogenic kinetic assay; higher % means a stronger effect. inhibition, % at 30 µM; hits with a dose series show IC50 in µM. 220,000 compounds, 0.38% hits;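 active means compound inhibiting the enzyme by more than half at any dose during confirmatory dose-response retesting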;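 further: plate controls were full reaction with DMSO carrier for no effect and no enzyme background for full effect; strong numbers were not always called active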
NOD1 inhibition = NOD1 signaling inhibitors, primary screen, cell-based, luminescence, uHTS (AID 1578) | NOD1-driven NF-kB luciferase reporter cells, luminescence; higher % means a stronger effect | inhibition, % at 4 µM; hits with a dose series show EC50 in µM | 290,000 compounds, 1% hits; in the data active means inhibition mostly above about 36%, no sharp cut-off; inactive means mostly below about 34%;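 further: HEK-293T reporter cells stimulated with the NOD1 agonist gamma-tri-DAP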
KOR beta-arrestin-2 = kappa opioid receptor activators – cell-based, luminescence, uHTS, primary screen (AID 1777); KOR beta-arrestin recruitment, luminescence; higher % means a stronger effect; activation, % at 10 µM; hits with a dose series show EC50 in µM; 280,000 compounds, 0.02% hits; in the data active means activation above about 50%, passing the limit was not always enough; further: a part of the inactive calls stands beside numbers as strong as those of hits
HEK293 NOD2/NF-kB = NOD2 signaling inhibitors, cell-based, luminescence, uHTS, HEK293 (AID 1566); inhibition, % at 4 µM; hits with a dose series show EC50 in µM; HEK293 NOD2/NF-kB luciferase reporter, luminescence; higher % means a stronger effect; 290,000 compounds, 0.63% hits; further: many of its hits are not listed in these tables
M1AAP inhibition = malaria alanyl aminopeptidase activity blockers – biochemical, fluorogenic H-Leu-NHMec substrate, 1536-well (AID 1445) | 220,000 compounds, 0.42% hits | recombinant M1AAP, H-Leu-NHMec fluorogenic kinetic assay; higher % means a stronger effect | inhibition, % at 30 µM; hits with a dose series show IC50 in µM;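 active means primary inhibition above the hit cutoff, then over 50% inhibition at one or more dose response concentrations, cut at about 23% in these data, passing the limit was not always enough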;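 further: plate controls were DMSO full reaction for no effect and no enzyme background for full effect; strong numbers were not always called active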
Dynein cargo inh cytoplasmic EGFP = also measured in Dynein cargo inh; calls as there; z-score; measured here: cytoplasmic GR-EGFP intensity; hits give high values
Dynein cargo inh nuclear GR-EGFP = second read-out of Dynein cargo inh, no call of its own (marks repeat the call); z-score; measured here: nuclear GR-EGFP intensity;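 lower value marks the stronger effect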
Dynein cargo inh cell count = recorded beside Dynein cargo inh, whose call it bears; z-score; measured here: cell count per field
Numbers without * were called inactive; nt = no result given; [ ] = dose if it differs, or a comment. Unless noted, no stated cut-off is given here; in the data, active means inhibition above about 50%; inactive means the rest.

Every second line gives: KOR beta-arrestin-1 | Dynein cargo inh cytoplasmic EGFP | NOD1 inhibition | GPR55 beta-arrestin | KOR beta-arrestin-2 | AID2073 | M1AAP inhibition | Dynein cargo inh | Dynein cargo inh cell count | HEK293 NOD2/NF-kB | M17LAP inhibition | Dynein cargo inh nuclear GR-EGFP
- CC(=O)Nc1ccc(CN2CCCC(C(=O)c3cccc(C(F)(F)F)c3)C2)cc1 (centres undefined)
 : -13% | -0.22 | -15% | -0.3% | 5.9% | 4% | 1% | -0.5 | 0.43 | 11% | -1% | -0.13
- CC(C)C(=O)N1CCN(c2ccccc2NC(=O)COc2ccc(C3CCCCC3)cc2)CC1
 : -19% | nt | 5% | 0.2% | -0.1% | 13% | nt | nt | nt | 3% | nt | nt
- COc1cc(CN2CCNC(=O)C2CC(=O)N2CCc3ccccc3C2)cc(OC)c1 (centres undefined)
 : -2%[20 µM] | 0.045 | -32% | -0.1% | nt | -4% | 9% | 2.4 | -2.3 | -13% | 8% | 1.9
- O=C(Cn1nc(-c2ccccc2)c2ccccc2c1=O)NCC1CCCO1 (centres undefined)
 : -39% | 0.14 | -15% | -0.2% | -0.8% | -6% | -2% | 0.82 | -0.3 | -7% | 1% | 0.92
- N#Cc1c(-c2ccco2)nc(SCC(=O)Nc2ccc(S(N)(=O)=O)cc2)[nH]c1=O
 : -29% | -0.12 | -13% | -0.1% | 0.1% | 0% | 3% | 0.38 | -0.07 | 23% | 16% | 0.71
- Cc1ccc(C)c(NC(=O)C(Sc2nc3ccccc3c(=O)n2CC(C)C)c2ccccc2)c1 (centres undefined)
 : -54% | 0.17 | 58% | 0.7% | 5.9% | 8% | 7% | 1.8 | -0.93 | 4% | -2% | 1
- Cc1nnc(SC(C)C(=O)Nc2sc3c(c2C#N)CCCC3)[nH]c1=O (centres undefined)
 : 0% | nt | 16% | -0.1% | -1.0% | -1% | nt | nt | nt | -1% | nt | nt
- Oc1cc(Cc2ccccc2)cnc1CN1CCCCC1
 : -26% | -0.32 | 2% | -0.3% | -3.0% | 2% | -2% | -0.13 | -0.62 | 11% | -1% | 0.053
- CCOc1cc(C(=O)N/N=C/C2CC=CCC2)cc(OCC)c1OCC (centres undefined)
 : -34% | -0.3 | 3% | 0.2% | 4.7% | -6% | -1% | -0.44 | 0.92 | 11% | 2% | -0.48
- CCn1c2ccccc2c2cc(N=C3SC(CC(=O)Nc4ccccc4OC)C(=O)N3C)ccc21 (centres undefined)
 : 1% | -0.21 | 11% | 0.0% | 0.1% | 38% | 9% | 0.39 | 0.23 | 19% | -1% | 0.71
- c1ccc(Cc2nnc3sc(-c4ccc5c(c4)OCCO5)nn23)cc1
 : 29% | -0.017 | -43% | -0.1% | -2.7% | 18% | 15% | -0.66 | 0.62 | -65% | 13% | -0.21
- Cc1ccc2c(c1)C1CC(C)(O2)N(c2cccc(C(=O)NCc3ccccn3)c2)C(=O)N1 (centres undefined)
 : -11% | nt | -16% | 0.0% | -2.8% | -1% | nt | nt | nt | -1% | nt | nt
- CCCCOC(=O)Cn1c(-c2ccccc2)nc2ccccc2c1=O
 : 25% | -0.3 | -11% | 0.4% | 0.2% | 3% | -2% | 0.51 | -0.43 | 4% | 10% | -0.13
- COc1ccc(OCc2ccc(/C=N\NC(=O)c3sccc3C)o2)cc1
 : 19% | nt | -60% | -0.1% | 2.5% | -6% | nt | nt | nt | -4% | nt | nt
- CCOC(=O)CC1C(=O)NCCN1C(=S)Nc1ccccc1 (centres undefined)
 : -16% | -0.31 | 3% | -0.3% | 1.9% | -33% | 3% | -0.42 | 0.3 | 11% | -3% | -0.64
- COc1ccccc1N1CCN(C(=O)c2ccc(CN3CCc4ccccc4C3)cc2)CC1
 : -17% | -0.016 | 13% | -0.1% | -4.6% | 2% | -6% | -0.46 | 0.28 | 12% | -4% | -0.22
- CN(C)C(CNC(=O)c1ccc(C2SCCS2)cc1)c1ccccc1 (centres undefined)
 : -15% | nt | -27% | 0.1% | -1.8% | 5% | nt | nt | nt | -24% | nt | nt
- Cc1cc(C)n(-c2ccc(C(=O)Nc3cc(C(F)(F)F)ccc3N3CCOCC3)cc2)n1
 : 2% | -0.21 | 13% | -0.1% | 3.9% | 1% | -3% | -0.19 | 0.45 | 18% | 5% | 0.69
- Cc1ccc(OCc2cccc(S(=O)(=O)N(C)C)c2)c([N+](=O)[O-])n1
 : 0% | nt | -23% | -0.1% | 5.2% | 3% | nt | nt | nt | 17% | nt | nt
- C=CCNC(=S)Nc1cc(Cl)ccc1OC
 : -47% | -0.22 | -27% | 0.1% | -1.7% | -4% | 0% | -0.34 | 0.11 | 3% | -6% | -0.2
- O=C(c1ccc2c(=O)n3c(nc2c1)CCCCC3)N1CCCCC1
 : -46% | nt | 1% | -0.1% | -4.8% | -2% | nt | nt | nt | 7% | nt | nt
- CN(C)c1ccc(NC(=O)Nc2cccc3ccccc23)cc1
 : 14% | -0.3 | -51% | -0.2% | -0.5% | 2% | 2% | -1.3 | 0.42 | -28% | 19% | -0.36
- Cc1cc(-c2nnc3n2N=C(c2ccccc2Br)CS3)n[nH]1
 : 1% | -0.27 | -11% | -0.1% | -1.4% | -12% | -14% | -0.47 | 0.78 | -18% | 0% | -0.25
- COc1ccc(N2C(=O)CC(C#N)=C2N)cc1
 : 0% | -0.17 | -24% | -0.2% | -6.6% | -2% | 3% | 0.1 | -0.55 | 18% | 6% | 0.12
- O=C(O)C12CC3CC(C1)CC(n1cnc(Cl)n1)(C3)C2
 : -24% | -0.18 | 5% | -0.1% | 1.2% | 10% | 7% | -0.68 | 1.7 | 17% | 3% | -0.42
- CCOc1ccc(NC(=O)CSc2nc3c([nH]c4ccccc43)c(=O)n2C)cc1
 : 27% | -0.16 | -18% | -0.1% | -5.2% | 46% | 3% | 0.68 | 0.12 | 21% | 2% | 0.38
- COC(=O)[C@@]1(Cc2ccc(OC)cc2)[C@@H]2[C@@H](CC(=O)[C@H]2CC(=O)C(=O)N(C)C)CN1C(=O)c1ccccc1
 : 2% | -0.16 | -25% | -0.1% | 1.8% | 3% | 11% | -0.71 | 0.52 | 9% | 14% | -0.034
- COC(=O)C1C(=O)C=C(Nc2ccc(F)cc2F)CC1c1ccc(OC)cc1 (centres undefined)
 : 8% | -0.27 | -31% | -0.2% | 6.7% | -4% | 7% | -0.45 | 0.9 | 1% | 17% | -0.19
- CC(=O)Nc1cccc(NC(=O)c2ccc([N+](=O)[O-])cc2Cl)c1
 : 8% | -0.21 | -5% | 0.1% | -0.3% | 4% | -5% | -0.76 | 1.6 | 5% | 6% | -0.67
- CC(CCc1ccccc1)NC(=O)c1ccc(NC(=O)c2cccc(Br)c2)cc1 (centres undefined)
 : 34% | -0.31 | 0% | 0.4% | -2.1% | 25% | -4% | 0.25 | 0.64 | 3% | 3% | -0.24
- COc1cccc(CNS(=O)(=O)c2ccc3c(c2)N(C)CCO3)c1
 : -17% | nt | -23% | -0.2% | -4.0% | 21% | nt | nt | nt | 11% | nt | nt
- CCC(c1nnc(SCC(=O)N2CCOCC2)n1C1CCCCC1)N(C)C (centres undefined)
 : -23% | -0.26 | -10% | 0.0% | 2.3% | 8% | 4% | 0.81 | -0.27 | 12% | -7% | 0.36
- COc1cccc(CN2CCN(c3ccc(F)cc3)C2=O)c1
 : -2% | -0.25 | -16% | -0.1% | 5.3% | -4% | 5% | 0.22 | 0.12 | -29% | 0% | 0.025
- COc1ccc(N2CCN(C(=S)Nc3cc(C)ccc3C)CC2)cc1
 : -23% | -0.24 | 3% | -0.2% | 2.0% | 12% | 6% | -0.77 | 1.1 | 4% | 5% | -0.66
- CCC(=O)Nc1ccc(N2CCOCC2)c(S(=O)(=O)Nc2ccc(OC)cc2)c1
 : -17% | 1.9 | -23% | 1.4% | 10% | -6% | 3% | 0.92 | -1.2 | -13% | 2% | 0.91
- Cn1c(=O)n(Cc2ccc(F)cc2)c(=O)c2c1nc1n2CCN1Cc1ccco1
 : nt | -0.2 | -10% | -0.3% | nt | 0% | -1% | -0.6 | 0.79 | 16% | -5% | -0.34
- COc1c(C)cc(C(=O)C2CCCN(C(=O)c3cc(C4CC4)[nH]n3)C2)cc1C (centres undefined)
 : -14% | nt | -10% | 0.0% | -0.3% | -10% | nt | nt | nt | 31% | nt | nt
- CCOc1ccc(N(C(=O)CNC(=O)c2ccco2)C(C(=O)NC2CCCC2)c2ccco2)cc1 (centres undefined)
 : -43% | nt | -33% | 0.6% | 1.7% | -3% | nt | nt | nt | 8% | nt | nt
- CCOc1ccc(S(=O)(=O)Nc2ccccc2SC)cc1
 : 13% | -0.22 | 14% | 0.3% | -2.3% | -2% | -5% | -0.92 | 0.33 | 8% | -8% | -0.25
- COc1ccc(Nc2nc(Cl)nc(NCCO)n2)cc1
 : -1% | -0.26 | -7% | -0.1% | -1.5% | 10% | -3% | 0.22 | 0.58 | 14% | 7% | 0.15
- Cc1ccc2nc(SCC(=O)NC3CC3)[nH]c2c1
 : 19% | nt | -34% | -0.1% | 1.6% | 3% | nt | nt | nt | 10% | nt | nt
- COc1cc2ncnc(NCc3ccc4c(c3)OCO4)c2cc1OC
 : -23% | nt | 3% | -0.1% | 2.4% | 2% | nt | nt | nt | 16% | nt | nt
- COc1ccc(C(=O)Nc2ccc3ccccc3c2)c(OC)c1
 : 15% | nt | -65% | -0.2% | -2.4% | 6% | nt | nt | nt | -135% | nt | nt
- CCCCCCOc1ccc(N2C(=O)CC(S/C(N)=N/N=C(\C)c3cccs3)C2=O)cc1 (centres undefined)
 : -38% | -0.22 | 3% | 0.0% | -1.8% | 14% | 3% | -0.54 | -0.27 | 11% | 17% | 0.33
- O=C(CSCc1c(Cl)cccc1Cl)Nc1cccnc1
 : 16% | -0.24 | -20% | -0.3% | -4.8% | 10% | 2% | 1.1 | -0.66 | -7% | -2% | 0.72

Not all compounds are listed; the hit share may differ from the screen's.
